# CHO parental Ca – counter-screen for OX1R antagonists: effect in parental CHO cells | parental CHO-K1, ATP-induced calcium, Fluo-8 fluorescence | actives 0.63% (n = 330,000) | inhibition, % at 5.6 µM;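 active = inhibition above that plate's mean sample inhibition plus 3 SD, cut at about 26% in these data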;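 also: 0% = ATP-challenged DMSO wells and 100% = DMSO wells without ATP; some compounds past the cut are filed as inactive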
#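 Test system: untransfected parental CHO cell line; also added: ATP stimulus; dosing: 5.6 µM, single dose; signal: calcium-sensitive Fluo-8 fluorescence; measure: percent inhibition of ATP-evoked calcium rise, normalized to controls; benchmarks: low control ATP plus DMSO, high control DMSO only; replication: one well per compound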
# CHRM1 antagonist – blocks human M1 muscarinic receptor; P11229; CHO-K1 hM1, Fluo-8 calcium fluorescence, ACh EC80 antagonist; inhibition, % at 3 µM; actives 1.3% (n = 360,000); AID 588852;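 active = percent inhibition above its own plate's cutoff, namely the mean of that plate's compound wells plus 3 SD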;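 also: peak over basal fluorescence ratio during 140 s after agonist addition; 0% = ACh EC80 plus DMSO and 100% = DMSO alone without agonist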
# Target sequence (P11229 whole entry, looked up): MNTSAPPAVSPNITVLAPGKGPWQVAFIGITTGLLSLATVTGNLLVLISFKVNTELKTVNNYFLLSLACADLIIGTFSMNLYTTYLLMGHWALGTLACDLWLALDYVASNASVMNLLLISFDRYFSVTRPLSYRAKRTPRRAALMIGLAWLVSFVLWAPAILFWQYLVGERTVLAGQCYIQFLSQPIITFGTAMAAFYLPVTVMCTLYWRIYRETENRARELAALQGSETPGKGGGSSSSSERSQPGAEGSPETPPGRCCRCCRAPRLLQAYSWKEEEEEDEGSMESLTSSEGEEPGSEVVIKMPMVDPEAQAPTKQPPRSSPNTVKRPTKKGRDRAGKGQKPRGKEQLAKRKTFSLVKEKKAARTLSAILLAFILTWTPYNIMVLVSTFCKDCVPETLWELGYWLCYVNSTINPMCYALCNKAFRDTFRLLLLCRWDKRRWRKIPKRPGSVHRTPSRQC
# CHRM1 PAM – human CHRM1 positive allosteric modulation | actives 0.088% (n = 360,000) | P11229 | AID 588819 | activation, % at 3 µM | CHO-K1 hM1, Fluo-8 calcium fluorescence, ACh EC20; 0% = ACh EC20, 100% = maximal ACh; in the data active = activation above about 19%, passing the limit was not always enough
# V1R ag counter – counter-screen for oxytocin receptor agonists: human V1a receptor agonists; actives 0.25% (n = 320,000); CHO-V1R cells, Fluo-8 calcium fluorescence, agonist mode; 0% DMSO, 100% 3 nM vasopressin; activation, % at 3 µM; P37288;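 active = activation above the mean activation of all tested compounds plus 3 SD, per screening run, cut at about 20% in these data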;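 also: signal is peak over basal fluorescence ratio across a 100 second FLIPR read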
# Target sequence (P37288 whole entry, looked up): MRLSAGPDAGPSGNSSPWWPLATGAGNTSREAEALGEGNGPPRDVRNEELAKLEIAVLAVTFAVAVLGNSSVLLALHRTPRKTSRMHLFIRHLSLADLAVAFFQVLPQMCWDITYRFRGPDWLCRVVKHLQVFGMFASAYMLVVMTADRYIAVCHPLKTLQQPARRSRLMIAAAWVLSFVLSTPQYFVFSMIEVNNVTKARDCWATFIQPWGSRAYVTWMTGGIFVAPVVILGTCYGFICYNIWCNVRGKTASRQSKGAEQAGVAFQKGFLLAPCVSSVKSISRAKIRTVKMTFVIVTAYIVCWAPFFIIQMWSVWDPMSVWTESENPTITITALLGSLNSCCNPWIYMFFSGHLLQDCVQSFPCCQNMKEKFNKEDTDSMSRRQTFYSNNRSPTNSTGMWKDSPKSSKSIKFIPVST
# OXTR potentiate – human OXTR potentiation; actives 0.061% (n = 320,000); CHO-OTR cells, Fluo-8 calcium fluorescence, potentiator mode; 0% = oxytocin EC15, 100% = EC100; AID 2445; P30559; activation, % at 3 µM;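 active = activation above that plate's cutoff, the mean activation of tested compounds plus 3 SD, cut at about 6.6% in these data, passing the limit was not always enough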;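 also: 100% uses oxytocin at 75 nM as the full agonist control; some results filed as inactive read as strong as hits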
#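 Measured by – Fluo-8 calcium dye fluorescence · Test system – human OTR in CHO cells · Dosing – one concentration, 3.0 µM compound · Controls – EC15 oxytocin alone as 0%, 75 nM oxytocin as 100% · Evaluation – normalized max/min fluorescence ratio, % activation · Timing – 6 min pre-incubation, 100 s read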
# TAAR1 antag – antagonists of human TAAR1; CHO RD-HGA16 TAAR1, Fluo-8 calcium fluorescence, antagonist; inhibition, % at 3 µM; actives 1.5% (n = 360,000);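 active = inhibition above a per-plate cutoff, the mean inhibition of test compounds on that plate plus 3 SD, cut at about 49% in these data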;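 also: 0% = DMSO plus EC80 beta-PEA response and 100% = DMSO alone without agonist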
#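 System: CHO RD-HGA16 cells bearing hTAAR1. Reagent: EC80 β-phenethylamine stimulus. Schedule: seeding 17-24 h prior, 75-min 37 °C, 30-min RT dye loading. Signal: Fluo-8 intracellular calcium dye fluorescence, real-time kinetic reads. Read-out: % inhibition from peak post-agonist over basal fluorescence ratio. Benchmarks: vehicle wells and EC80 agonist wells. Replicates: n of 1.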
# OXTR ag – activates the human oxytocin receptor. P30559. CHO-OTR cells, Fluo-8 calcium fluorescence; normalized: DMSO 0%, oxytocin 100%. activation, % at 3 µM. actives 0.32% (n = 320,000);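 active = activation above the mean of all tested compounds plus 3 SD, cutoff set per screening run, cut at about 20% in these data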;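 also: peak over basal fluorescence ratio from a 100 s FLIPR kinetic read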
# CHRM1 agonist – agonists of human M1 muscarinic receptor. P11229. CHO-K1 hM1, Fluo-8 calcium fluorescence, agonist mode; 0% DMSO, 100% acetylcholine EC100. activation, % at 3 µM. actives 0.33% (n = 360,000). AID 588814;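 active = activation above the run's mean compound activation plus 3 SD, cut at about 16% in these data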;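 also: peak over basal fluorescence ratio within a 140 s kinetic read after compound addition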
# TAAR1 agonist – agonists of human TAAR1; Q96RJ0; CHO RD-HGA16 TAAR1, Fluo-8 calcium fluorescence; vehicle wells 0%, saturating PEA agonist 100%; activation, % at 3 µM; actives 0.99% (n = 360,000); AID 624467;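 active = activation above the mean activation of all test compounds in the run plus 3 SD, cut at about 38% in these data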
#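 Assay system – CHO-derived RD-HGA16 cells with stable Gα16 and human TAAR1 · Compound dosing – one-point dosing at 3 µM (nominal) · Incubation – 17-24 h seeding, 75 min 37 °C dye, 30 min RT · Measured by – kinetic Fluo-8 calcium fluorescence · Control set – DMSO vehicle as 0%, PEA at EC100 as 100% · Repeats – single well for each compound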
# An asterisk follows results filed as active; / = not tested or not shown.
# Order of values – CHO parental Ca	CHRM1 antagonist	CHRM1 PAM	V1R ag counter	OXTR potentiate	TAAR1 antag	OXTR ag	CHRM1 agonist	TAAR1 agonist
- NC(=O)c1c(NC(=O)C2CCCO2)sc2c1CCCCC2 (configuration not stated)
    -5	-6	6	0.0	-4	-13	-0.6	-6	1
- COc1ccc(C(=O)NCc2ccc3c(c2)CCO3)cc1
    -16	3	1	-2.1	-9	-7	-1.2	-3	0
- CCN(CC(=O)Nc1c(F)cccc1F)C(=O)c1ccc(-c2ccc(C(C)=O)cc2)o1
    -8	-2	2	0.5	-8	24	0.5	-2	6
- CNC(=O)NC(=O)CSc1cccc(C(F)(F)F)c1
    5	-34	16	1.2	-2	-4	0.1	4	1
- Cc1ccc(Cc2c(C)nc3nc(SCC(=O)NCCN4CCOCC4)nn3c2C)cc1
    -7	-3	4	0.3	-11	-3	0.0	-4	14
- CN(Cc1ccccc1)C(=O)CSc1nnc(-c2ccco2)n1-c1ccccc1
    -9	-15	5	2.2	1	4	1.2	-6	1
- CCc1nc2ccc(C(=O)NCc3ccccc3OC)cn2c1N(C=O)CCC(C)C
    /	8	9	/	/	4	/	-1	2
- CCOC(=O)C1CCN(Cc2c(O)c3ccccc3oc2=O)CC1
    -10	-3	-1	1.8	8	-6	-0.6	7	4
- COc1ccccc1C(=O)COC(=O)c1cnc(C)cn1
    -2	-5	18	0.9	2	-4	0.7	5	0
- Cc1cc(-c2c(C)[nH]n(-c3ccc(Cl)cc3)c2=O)n(-c2ccc(Cl)cc2)n1
    1	-10	9	-0.1	-8	1	-0.2	-3	3
- COc1ccccc1C1CC(c2ccccc2)=NN1C(=S)Nc1ccccc1 (configuration not stated)
    -16	-7	6	0.0	-9	-62	-0.9	-2	0
- O=C(CCCOc1ccc(Cl)cc1Cl)N/N=C/c1ccccc1
    -10	-4	-2	-1.2	-2	-13	-2.1	-8	-1
- CCCNC(=O)c1ccc(C2SCC(=O)N2Cc2ccccc2)cc1 (configuration not stated)
    7	10	-14	0.2	-6	4	-0.6	-11	6
- CCc1ccccc1NC(=O)c1ccc(Cn2cc([N+](=O)[O-])cn2)cc1
    -1	-1	7	14	-13	14	6.0	5	5
- COc1c(Cl)cc(Cl)cc1/C=C/C(=O)c1ccc(NC(=O)c2cccs2)cc1
    -7	4	-3	3.5	-16	7	3.4	-5	0
- CC(C)CNC(=S)N1CCN(C(c2ccccc2)c2ccccc2)CC1
    -26	-5	-6	-0.2	-3	21	-2.0	-7	3
- Cc1cc(Cl)ccc1OCC(=O)OCC(=O)Nc1ccc(Cl)cn1
    /	-19	15	/	/	-5	/	-5	-2
- N#CCC(=O)Nc1cc(C(F)(F)F)ccc1N1CCOCC1
    -7	-5	5	0.3	-9	-20	0.5	-5	1
- O=C(CN1CCOCC1)Nc1ccc(OCc2ccccc2)cc1
    -11	-5	12	1.4	-7	3	2.9	-3	2
- CCN(C(=O)c1cc2c(=O)n3ccccc3nc2s1)C1CCCCC1
    -28	-2	4	2.1	-3	-11	1.0	-5	9
- NS(=O)(=O)c1ccc(NC(=O)COC(=O)c2cc(Cl)ccc2[N+](=O)[O-])cc1
    -9	1	0	-0.8	-1	-14	0.9	0	7
- Cc1ccc(S(=O)(=O)N(C)C)cc1NC(=O)C(C)Sc1ccccc1 (configuration not stated)
    -15	9	0	-0.2	-14	-6	-0.7	-2	3
- Nc1c(C(=O)Nc2ccccc2Cl)nnn1-c1ccc2c(c1)OCCO2
    9	-10	10	4.4	-11	-4	7.4	-2	0
- Cc1ccc(Nc2nc(N)nc(CN3CCN(Cc4ccc5c(c4)OCO5)CC3)n2)cc1Cl
    -26	3	1	4.8	-6	19	4.4	-6	22
- COc1ccc(NS(=O)(=O)c2ccc(NC(=O)c3ccc(Br)cc3)cc2)nn1
    -6	-6	6	2.3	-18	21	1.1	-2	7
- N/C(=N\OC(=O)c1ccccc1[N+](=O)[O-])c1cccnc1
    -8	-6	3	0.3	0	-5	0.2	-3	0
- Cc1ccc2nc3c(cc2c1)c(C)nn3-c1ccccc1
    -31	-7	5	-0.2	-5	-10	-1.4	-6	-1
- COc1ccc(C(=O)c2cn[nH]c2-c2cc(Cl)ccc2O)cc1
    -6	5	2	7.9	-6	27	7.1	4	5
- Cc1cc(C)c(C#N)c(Sc2nc(C)c([N+](=O)[O-])c(C)c2C#N)n1
    /	6	8	/	/	-12	/	13	-3
- COc1ccc(CCNC(=O)CSc2nc(=O)[nH]c3c2CCC3)cc1OC
    7	-24	8	-0.4	0	-10	1.3	-1	1

# 4 of these compounds, reformatted.
Molecule	CHO parental Ca	CHRM1 antagonist	CHRM1 PAM	V1R ag counter	OXTR potentiate	TAAR1 antag	OXTR ag	CHRM1 agonist	TAAR1 agonist
CCc1nc2ccc(C(=O)NCc3ccccc3OC)cn2c1N(C=O)CCC(C)C	/	8	9	/	/	4	/	-1	2
O=C(CN1CCOCC1)Nc1ccc(OCc2ccccc2)cc1	-11	-5	12	1.4	-7	3	2.9	-3	2
CN(Cc1ccccc1)C(=O)CSc1nnc(-c2ccco2)n1-c1ccccc1	-9	-15	5	2.2	1	4	1.2	-6	1
CCCNC(=O)c1ccc(C2SCC(=O)N2Cc2ccccc2)cc1 (configuration not stated)	7	10	-14	0.2	-6	4	-0.6	-11	6

# More results.
# Order of values – CHO parental Ca	CHRM1 antagonist	CHRM1 PAM	V1R ag counter	OXTR potentiate	TAAR1 antag	OXTR ag	CHRM1 agonist	TAAR1 agonist
- CCOC(=O)C1(Cc2ccccc2C)CCCN(C(=O)COC)C1 (configuration not stated)
    -9	-14	12	0.3	-7	-2	0.1	-1	3
- CCOC(=O)c1c(N)nn(C(=O)C(C)C)c1-c1ccc(OC)cc1
    -14	-5	-2	-1.2	-5	11	-2.0	-5	4
- Cc1ccc(NC(=O)c2ccc3c(=O)n4c(nc3c2)CCCCC4)nc1
    -13	-5	3	-0.5	0	-19	-0.1	-5	2
- O=C(Cn1[nH]c(=O)c2ccccc2c1=O)NC1CCCCCC1
    -6	-7	8	-1.0	-7	-1	-1.0	-5	9
- Cc1ccc(CC(=O)NC2CCN(Cc3ccccc3)CC2)cc1
    -6	-7	1	0.4	3	-6	0.6	-9	1
- Nc1c(C(=O)NCCc2ccccc2)nnn1Cc1ccc(Br)cc1F
    -5	-5	7	7.3	-14	-7	5.3	2	18
- CC(C)c1nc(CNC(=O)C2CCC(=O)N(Cc3ccc(Cl)cc3)C2)no1 (configuration not stated)
    -15	-7	6	0.1	-9	-3	0.5	-3	1
- Cc1onc(-c2c(F)cccc2Cl)c1C(=O)NC1=NCCS1
    -8	3	3	0.8	-1	23	4.2	-3	15
- COc1ccccc1OCCNC(=O)C(CCSC)NS(=O)(=O)c1ccccc1F (configuration not stated)
    -10	-8	0	-0.6	-3	-19	-0.2	-1	1
- Cc1cccc(C2=NN(c3ccccc3)[C@@H](C(=O)N3CCOC3=O)[C@@H]2c2ccccc2)c1
    -15	-7	1	/	/	-26	/	-3	6
- O=C(CN(C1CCCCC1)S(=O)(=O)c1ccc(Br)cc1)NCc1ccncc1
    -27	-3	1	-0.3	-3	8	-1.9	-11	7
- COc1ccccc1/C=N/NC(=O)C1=NNC(c2ccccc2)(c2ccccc2)C1
    -21	/	/	-0.2	-1	/	-1.3	/	/
- CC(C)NS(=O)(=O)c1cc(F)ccc1CN1C(=O)c2cccnc2C1=O
    8	-22	12	0.7	-9	-2	-0.6	-7	3
- CCOC(=O)Nc1nn(-c2ccc(C)cc2)c(=O)c(C#N)c1C
    -5	-12	9	-0.9	-9	-24	-0.3	-1	2
- COc1ccc2nc(C)cc(SCC(=O)N3CCCCC3)c2c1
    -14	8	0	0.7	-10	16	0.7	-5	6
- O=C(COC(=O)c1cnccn1)c1cccc([N+](=O)[O-])c1
    0	1	-2	0.6	1	-5	0.8	-3	1
- COc1cc(C#Cc2c(-c3cncn3C)n(C)c3ccc(-c4ccc(CN5CCOCC5)cc4)cc23)cc(OC)c1
    -3	1	1	0.1	-2	56*	0.3	-7	3
- Cc1ccc(C=C2C(Cl)=C(Cl)C(Cl)=C2Cl)cc1
    -12	/	/	0.5	-5	/	-0.4	/	/
- O=C(c1cccnc1)N(Cc1ccccc1)C1(C(=O)Nc2ccccc2)CCCCC1
    -12	-5	10	-1.6	-5	-18	-2.4	-5	2
- O=C(c1ccc2c(c1)OCO2)N1CCNc2ccccc2C1
    -2	-8	6	0.9	-15	-8	2.8	1	1
- CCOC(=O)C(=O)Nc1nnc(C2CCCCC2)s1
    -1	-25	8	-0.5	-3	0	-0.6	-2	4
- CCOc1ccccc1C1NC(=O)NC(C)=C1C(=O)OCc1ccccc1 (configuration not stated)
    -19	-17	5	0.0	6	3	-1.4	-6	4
- CCCOc1ccc(N2C(=O)CC(N3CCN(C(=O)c4ccco4)CC3)C2=O)cc1 (configuration not stated)
    2	-13	12	-0.2	-1	2	-1.0	-6	0

# Compound profiles, from the list above. Screens in order: CHO parental Ca, CHRM1 antagonist, CHRM1 PAM, V1R ag counter, OXTR potentiate, TAAR1 antag, OXTR ag, CHRM1 agonist, TAAR1 agonist
# COc1ccccc1OCCNC(=O)C(CCSC)NS(=O)(=O)c1ccccc1F (configuration not stated) is listed with -10, -8, 0, -0.6, -3, -19, -0.2, -1, 1
# Cc1ccc(C=C2C(Cl)=C(Cl)C(Cl)=C2Cl)cc1 is listed with -12, /, /, 0.5, -5, /, -0.4, /, /

# Quoted from the listing.
# CHRM1 PAM, Cc1cccc(C2=NN(c3ccccc3)[C@@H](C(=O)N3CCOC3=O)[C@@H]2c2ccccc2)c1 stands at 1
# TAAR1 antag, O=C(COC(=O)c1cnccn1)c1cccc([N+](=O)[O-])c1 stands at -5

# Bioassay records: PubChem BioAssay, The Scripps Research Institute Molecular Screening Center

# Random draw from the library; 3.7% or so of the library scored in one or more.
